Bioassay records from PubChem BioAssay.
aSyn UTR inh – 5' untranslated region of α-synuclein, MLPCN primary screen | alpha-synuclein 5'UTR reporter, inhibitor activity | inhibition, % (tested at 7.5 µM) | 0.82% of 300,000 active; in the data active = inhibition above about 60%;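 note: H4 neuroglioblastoma cells stably carrying SNCA 5'UTR luciferase fusion; 0% = DMSO wells and 100% = positive control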
KLF5 inh – inhibitors of KLF5 expression | DLD-1 KLF5 promoter-luciferase reporter, luminescence | inhibition, % at 5 µM | 0.23% of 290,000 active | AID 1700;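 active = inhibition above a per-plate limit of that plate's mean compound inhibition plus 3 SD, cut at about 60% in these data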;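 note: 0% = DMSO wells and 100% = LY294002 at 200 µM; higher means less KLF5 promoter-driven luciferase light; inactives centre near -14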
HSP90 inh – HSP90 refolding inhibition in rabbit reticulocyte lysate; luciferase refolding luminescence, 3 h; AID 1789; 0.91% of 290,000 active; inhibition, % at 5.6 µM;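 active = inhibition above the screen-wide mean plus 3 SD, computed separately per campaign, cut at about 16% in these data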;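 note: 0% = DMSO wells and 100% = 60 µM geldanamycin wells; inhibitors lower the luminescence because luciferase stays unfolded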
GSK3 alpha inh – blocks human GSK-3 alpha kinase. P49840. ADP-Glo luminescence, 60 min. inhibition, % at 10 µM. 0.1% of 320,000 active. AID 2650;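 in the data active = inhibition above about 50%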;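 note: GST-tagged GSK-3 alpha with peptide substrate and 25 µM ATP; 0% = DMSO neutral wells and 100% = GW8510 positive control wells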
Target sequence (P49840 whole entry, looked up): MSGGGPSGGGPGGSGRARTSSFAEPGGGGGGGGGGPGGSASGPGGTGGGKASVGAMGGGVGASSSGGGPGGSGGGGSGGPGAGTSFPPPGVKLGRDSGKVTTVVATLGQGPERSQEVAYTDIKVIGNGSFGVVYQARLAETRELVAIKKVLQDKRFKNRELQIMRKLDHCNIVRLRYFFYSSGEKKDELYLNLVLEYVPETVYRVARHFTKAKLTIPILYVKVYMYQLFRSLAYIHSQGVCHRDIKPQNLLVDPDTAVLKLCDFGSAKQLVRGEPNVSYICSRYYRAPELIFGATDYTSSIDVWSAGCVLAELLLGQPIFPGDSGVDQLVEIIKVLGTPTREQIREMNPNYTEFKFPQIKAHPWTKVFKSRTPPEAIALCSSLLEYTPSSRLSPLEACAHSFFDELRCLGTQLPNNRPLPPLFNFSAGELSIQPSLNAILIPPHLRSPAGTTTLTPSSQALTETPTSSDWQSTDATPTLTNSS
AI-2 QS mod – modulates the Vibrio harveyi AI-2 quorum sensing system; Vibrio harveyi JMH597 AI-2 luminescence/OD600 ratio, 9 h; active compounds read low; strain lacks LuxN and CqsS sensors; 0 = neutral-control median; activity change, % at 7.5 µM; 0.4% of 300,000 active; AID 2094; in the data active = activity change below about -75%, passing the limit was not always enough;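 note: luminescence divided by OD600 gain over 9 h not by final OD600 alone; inactives centre near 13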
HSF1 activator – increases HSF-1 driven luciferase reporter signal; NIH3T3-HGL HSF-1 luciferase reporter, MG132, 8 h; 100% = twice DMSO control signal; activation, % at 9 µM; 1.7% of 300,000 active; AID 504408;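 active = mean replicate activation of at least 50% with a set share of replicates each reaching 50%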;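 note: 0% = median of the neutral control wells and 100% = twice that signal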
GSK3B inh – blocks human GSK3beta kinase activity. GST-GSK3beta kinase, ADP-Glo luminescence, 60 min; active compounds read low. activity score (negative = inhibition), % at 10 µM. 0.038% of 300,000 active. AID 2097;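 active = more than half of replicate wells score below -50%, meaning over 50% inhibition versus plate controls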;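 note: 0% = median DMSO wells and -100% = median GW8510 positive control wells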
Target sequence (P49841 whole entry, looked up): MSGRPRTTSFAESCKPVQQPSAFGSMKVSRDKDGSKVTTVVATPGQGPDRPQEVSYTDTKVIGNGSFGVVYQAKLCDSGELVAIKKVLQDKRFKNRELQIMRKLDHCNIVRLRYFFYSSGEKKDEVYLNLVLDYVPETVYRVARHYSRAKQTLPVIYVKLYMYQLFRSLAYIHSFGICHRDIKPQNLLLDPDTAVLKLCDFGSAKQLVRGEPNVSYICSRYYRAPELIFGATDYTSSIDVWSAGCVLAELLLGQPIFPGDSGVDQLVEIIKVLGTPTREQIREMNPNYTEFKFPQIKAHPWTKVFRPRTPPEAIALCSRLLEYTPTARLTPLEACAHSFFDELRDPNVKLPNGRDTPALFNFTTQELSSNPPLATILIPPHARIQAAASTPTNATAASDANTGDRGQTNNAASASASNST
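Test system: GST-tagged human GSK3beta kinase, cell-free; evaluation: activity score scaled between in-plate DMSO and GW8510 controls; measured by: ADP-Glo luminescence; incubation: 60 min reaction, RT; benchmarks: DMSO and 20 µM GW8510; reagent: peptide substrate plus 25 µM ATP (final); medium: Tris/MgCl2 kinase buffer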
IEC-6 cytotox – IEC-6 cytotoxicity, counter-screen for KLF5 inhibitors | luminescence viability | inhibition, % at 5 µM | 0.78% of 290,000 active | AID 1825; in the data active = inhibition above about 22%;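 note: 0% = plate median of test compound wells and 100% = cytotoxic reference compound wells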
PolyA inh – inhibitors of polyadenylation in S. cerevisiae | S. cerevisiae SKY197-pL101 polyadenylation reporter, beta-gal luminescence; efflux-impaired pdr1/pdr3 knockout yeast; score 100 = 6 SD above DMSO | 0.02% of 300,000 active | calls only at 12 µM | AID 1875;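 active = lowest replicate activity score at least 50, where 100 means six control SD above control mean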;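 note: yeast exposed to compound for 9 h at 30 °C; higher score means more reporter readthrough which indicates perturbed polyadenylation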
HSF1 inhib – HSF1 inhibition; 0.77% of 300,000 active; AID 2098; NIH3T3-HGL HSE-luciferase, MG132-induced, luminescence 8 h; active compounds read low; activity change, negative = inhibition, % at 7.5 µM (by protocol);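 active = more than half of replicate wells show activity change below -50%, luminescence cut by over half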;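 note: luciferase reports HSF-1 transcriptional activity via heat shock element; 0% = median of DMSO wells and -100% = zero luminescence signal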
Numbers without * were called inactive; i = inactive; x = not tested or not shown. Some of the compounds tested; rates above refer to the full screens.

(1) O=C(NC12CC3CC(CC(C3)C1)C2)N1CCN(c2nc(-c3ccccc3)cs2)CC1
(2) Cc1ccc(NC(=O)c2ccccc2NS(=O)(=O)c2ccc(F)cc2)cc1S(=O)(=O)N1CCCCC1
(3) CCOc1ccc(NC(=O)Nc2cc(C(C)C)ccc2C)cc1
(4) O=c1[nH]c(C2CC2)nc2sc3c(c12)CCCC3
(5) Cc1ccc(OCc2nnc(SCC(=O)N3c4ccccc4Sc4ccc(Cl)cc43)o2)cc1

Compound	1	2	3	4	5
aSyn UTR inh	36.1	32.9	-2.9	14.7	6.8
KLF5 inh	-10.1	-0.2	-9.5	-46.9	-1.6
HSP90 inh	1.3	-4.1	10.1	-2.8	3.8
GSK3 alpha inh	-6.2	0.2	x	1.0	-0.1
AI-2 QS mod	12.3	26.6	8.3	31.8	17.7
HSF1 activator	-10.9	-3.9	-8.2	11.7	-0.1
GSK3B inh	-19.6	3.1	-1.0	1.2	-0.7
IEC-6 cytotox	7.8	12.3	1.9	-0.2	0.5
PolyA inh	i	i	i	i	i
HSF1 inhib	1.4	-2.3	-17.3	7.7	-2.4

(6) CCOc1ccc(NC(=O)c2cc(S(=O)(=O)N3CCCCC3)c[nH]2)cc1
(7) COC(=O)[C@H](Cc1ccccc1)NC(=O)Nc1ccc(S(N)(=O)=O)cc1
(8) COCCCNC(=O)c1c(N)n(-c2cccc(S(N)(=O)=O)c2)c2nc3ccccc3nc12
(9) CC(C)(C)N=Cc1cc(-c2ccccc2)sc1O
(10) COc1ccc(CNC(=O)COC(=O)c2cc(-c3ccc(Cl)s3)nc3ccccc23)cc1

Compound	6	7	8	9	10
aSyn UTR inh	25.4	15.0	14.7	-162.0	-17.2
KLF5 inh	-12.8	-17.8	0.0	-138.9	-4.8
HSP90 inh	-2.2	4.5	2.6	-1.2	1.3
GSK3 alpha inh	-0.7	1.0	0.0	0.6	0.2
AI-2 QS mod	12.9	1.4	10.5	22.0	-0.6
HSF1 activator	-5.6	-8.3	10.8	43.1	-4.1
GSK3B inh	5.2	0.9	-3.3	-1.9	-1.6
IEC-6 cytotox	8.6	0.6	1.4	0.1	-4.4
PolyA inh	i	i	i	i	i
HSF1 inhib	-6.6	-3.4	-2.2	21.7	5.8

(11) O=C(COC(=O)c1ccc(S(=O)(=O)N2CCCC2)cc1)Nc1ccc(N2CCOCC2)cc1
(12) O=C(COC(=O)CCc1nc2ccccc2s1)Nc1cccc(S(=O)(=O)N2CCOCC2)c1
(13) CC(C)CC(NS(=O)(=O)OCC(Cl)(Cl)Cl)c1ccccc1 (stereo unspecified)
(14) N#CCOC(=O)[C@H](Cc1c[nH]c2ccccc12)NS(=O)(=O)c1ccc(Cl)cc1
(15) CC(C)c1onc(C(=O)N2CCC(C(N)=O)CC2)c1[N+](=O)[O-]

Compound	11	12	13	14	15
aSyn UTR inh	3.1	15.2	1.5	21.7	0.8
KLF5 inh	-26.9	-7.7	-3.4	-29.2	-16.8
HSP90 inh	3.7	11.0	1.1	2.9	-0.6
GSK3 alpha inh	-0.8	4.6	-4.7	-1.5	6.5
AI-2 QS mod	12.0	17.0	19.8	9.2	16.2
HSF1 activator	15.1	-3.4	6.2	37.6	4.9
GSK3B inh	1.1	0.6	1.4	-1.9	0.7
IEC-6 cytotox	0.3	2.1	1.2	-8.8	4.8
PolyA inh	i	i	i	i	i
HSF1 inhib	-0.3	-3.4	0.6	1.0	-3.8

(16) COc1ccc(/C=C(\NC(=O)c2ccccc2)C(=O)NCCN2CCOCC2)cc1OC
(17) CCCCOCCCN1CC(=O)N2C(C)c3[nH]c4ccccc4c3C[C@H]2C1=O (stereo partly specified)
(18) Cc1ccc(C(C[N+](=O)[O-])Sc2ccc(N)cc2)cc1 (stereo unspecified)
(19) CC(Sc1nnnn1C)C(=O)Nc1ccccc1 (stereo unspecified)
(20) COCCNC(=O)c1ccc2c(c1)CCN2S(C)(=O)=O

Compound	16	17	18	19	20
aSyn UTR inh	-2.4	12.3	-56.1	-12.7	-2.3
KLF5 inh	-4.2	7.9	-10.3	11.9	-12.7
HSP90 inh	-0.6	8.7	11.2	-2.6	-4.4
GSK3 alpha inh	-1.0	-1.5	-9.3	-0.5	-0.8
AI-2 QS mod	4.2	42.6	-5.3	-0.5	22.1
HSF1 activator	13.7	12.3	-4.2	-12.1	36.1
GSK3B inh	4.2	-4.0	-4.1	-1.8	1.2
IEC-6 cytotox	-2.2	-1.4	0.1	1.0	6.2
PolyA inh	i	i	i	i	x
HSF1 inhib	0.4	6.5	-2.7	5.5	4.8

(21) Cc1ccc(S(=O)(=O)c2c(C)nn(C(C)(C)C)c2OC(=O)c2ccco2)cc1
(22) Cn1cc(CNC(=O)C2CCC(=O)N(Cc3cccc(C(F)(F)F)c3)C2)cn1 (stereo unspecified)
(23) Cc1cccc(OC(=O)c2sc(Cl)nc2C)c1
(24) CCOC(=O)c1[nH]c(C)c(C(=O)c2cc(F)ccc2F)c1C
(25) CCc1ccc2[nH]c3nc(SCC(=O)NNC(=O)c4ccc(C(C)(C)C)cc4)nnc3c2c1

Compound	21	22	23	24	25
aSyn UTR inh	26.2	-27.6	-24.7	73.9*	-6.2
KLF5 inh	1.0	-16.5	-2.2	50.6	-28.6
HSP90 inh	1.0	-1.8	2.4	2.4	-2.3
GSK3 alpha inh	-8.4	-0.4	-1.1	-0.1	-1.2
AI-2 QS mod	29.3	7.6	23.5	15.9	48.4
HSF1 activator	1.5	13.1	12.5	-17.1	-23.4
GSK3B inh	0.4	-2.9	-4.1	0.2	3.3
IEC-6 cytotox	0.2	-1.2	-5.7	87.7*	4.2
PolyA inh	i	i	i	i	i
HSF1 inhib	-3.1	2.1	4.1	-14.5	-12.5

(26) Cc1ccc2cc(COC(=O)c3ccco3)c(=O)[nH]c2c1
(27) Cc1ccc(S(=O)(=O)N2CCCC(C(=O)NCCC(C)C)C2)cc1 (stereo unspecified)
(28) Cc1c(Br)c(C(F)(F)F)nn1CC(=O)NCCCn1ccnc1
(29) CCCOC(=O)c1ccc(NC(=O)Oc2ccccc2)cc1
(30) COC(=O)c1c(S(=O)(=O)N2CCOCC2)c(C)n(C)c1C

Compound	26	27	28	29	30
aSyn UTR inh	7.7	6.8	-6.7	-27.7	6.8
KLF5 inh	-11.5	-6.1	-18.2	-38.1	-42.1
HSP90 inh	-1.0	1.5	-0.4	7.4	-3.6
GSK3 alpha inh	0.3	3.7	-0.7	-1.3	0.2
AI-2 QS mod	16.5	8.5	16.2	17.2	13.3
HSF1 activator	1.0	-3.5	-8.5	-45.7	-3.1
GSK3B inh	1.9	-5.7	0.2	-1.9	-0.7
IEC-6 cytotox	0.9	-1.2	4.2	-7.0	-1.8
PolyA inh	i	i	i	i	i
HSF1 inhib	-1.9	4.6	-1.7	-45.7	-7.1

4 of these compounds in another layout.
no.	SMILES	aSyn UTR inh	KLF5 inh	HSP90 inh	GSK3 alpha inh	AI-2 QS mod	HSF1 activator	GSK3B inh	IEC-6 cytotox	PolyA inh	HSF1 inhib
14	N#CCOC(=O)[C@H](Cc1c[nH]c2ccccc12)NS(=O)(=O)c1ccc(Cl)cc1	21.7	-29.2	2.9	-1.5	9.2	37.6	-1.9	-8.8	i	1.0
15	CC(C)c1onc(C(=O)N2CCC(C(N)=O)CC2)c1[N+](=O)[O-]	0.8	-16.8	-0.6	6.5	16.2	4.9	0.7	4.8	i	-3.8
16	COc1ccc(/C=C(\NC(=O)c2ccccc2)C(=O)NCCN2CCOCC2)cc1OC	-2.4	-4.2	-0.6	-1.0	4.2	13.7	4.2	-2.2	i	0.4
17	CCCCOCCCN1CC(=O)N2C(C)c3[nH]c4ccccc4c3C[C@H]2C1=O (stereo partly specified)	12.3	7.9	8.7	-1.5	42.6	12.3	-4.0	-1.4	i	6.5

The list continues.
(31) O=C(c1cnsn1)N1CCN(c2ccccc2)CC1
(32) CC(c1ccccc1)N1C(=O)C2C3CCC(C3)C2C1=O (stereo unspecified)
(33) CC(Oc1ccc(Cl)cc1Cl)C(=O)NCCC1=CCCCC1 (stereo unspecified)
(34) CSc1ccc(Cl)c(C(=O)Nc2nccs2)c1
(35) COc1ccnc2c1c(=O)n(Cc1cccc(F)c1)c(=O)n2C

Compound	31	32	33	34	35
aSyn UTR inh	x	16.2	6.3	-15.0	9.2
KLF5 inh	-40.7	-28.9	-10.1	-29.6	-21.6
HSP90 inh	-3.4	-6.6	-2.2	-2.4	-1.9
GSK3 alpha inh	6.5	-1.0	-4.7	-2.8	-2.4
AI-2 QS mod	x	-3.2	16.1	13.0	20.2
HSF1 activator	x	5.5	2.6	-14.4	3.0
GSK3B inh	x	1.3	-1.6	-2.9	-20.5
IEC-6 cytotox	6.4	-1.9	0.0	0.1	-0.5
PolyA inh	x	i	i	i	i
HSF1 inhib	x	-0.5	3.8	-3.0	-0.8

(36) Cc1c(C(=O)NCc2cccnc2)sc2ncn(CC(=O)N3CCCCC3C)c(=O)c12 (stereo unspecified)
(37) COc1ccc(-n2c(Cc3cccn3C)nnc2SCC(=O)Nc2cccc(NC(C)=O)c2)cc1
(38) CCn1c(=O)c2c(nc3n2CCCN3c2cccc(C)c2)n(C)c1=O
(39) O=C(Nc1cccnc1)c1ccc(NC(=O)c2ccco2)cc1
(40) CC(=O)c1c(C)[nH]c(C(=O)OCC(=O)Nc2ccc([N+](=O)[O-])cc2Cl)c1C

Compound	36	37	38	39	40
aSyn UTR inh	-1.6	17.5	12.2	-6.6	-16.1
KLF5 inh	-7.2	-19.8	-30.3	0.8	-2.0
HSP90 inh	2.3	-1.3	1.3	2.1	0.3
GSK3 alpha inh	x	-2.7	2.3	-22.9	0.6
AI-2 QS mod	24.6	7.2	14.1	0.3	6.0
HSF1 activator	10.3	9.2	-2.6	6.0	0.7
GSK3B inh	0.3	-0.1	0.0	-1.1	1.2
IEC-6 cytotox	4.1	-1.5	1.4	-0.6	1.7
PolyA inh	i	i	i	i	i
HSF1 inhib	4.9	6.2	-4.3	-7.5	-3.1

(41) O=C(O)CCC(=O)N1CCN(c2ncccn2)CC1
(42) CCc1ccc(NC(=O)CS(=O)CC(=O)Nc2ccc(F)cc2F)cc1 (stereo unspecified)
(43) CN1CCN(C(=O)/C(=C/c2ccccc2Cl)NC(=O)c2ccccc2)CC1
(44) O=C(CNS(=O)(=O)c1cccs1)NCc1ccccc1
(45) O=C(CSc1ncn[nH]1)Nc1c(Br)cc([N+](=O)[O-])cc1Br
(46) CCn1cc(C(=O)N2CCCC(N3CCN(c4cccc(C(F)(F)F)c4)CC3)C2)cn1 (stereo unspecified)

Compound	41	42	43	44	45	46
aSyn UTR inh	8.8	8.1	6.1	-3.8	38.0	-8.0
KLF5 inh	-29.0	4.1	6.4	-3.8	-23.6	-13.6
HSP90 inh	4.2	0.1	2.9	3.5	9.1	3.4
GSK3 alpha inh	-0.6	-1.3	5.3	0.5	1.7	-1.5
AI-2 QS mod	-5.4	18.1	3.6	-2.9	11.8	-1.7
HSF1 activator	-4.1	-6.1	-36.1	6.0	3.5	15.0
GSK3B inh	1.8	-1.8	2.4	1.5	0.1	0.6
IEC-6 cytotox	2.1	5.7	0.2	5.8	-3.0	5.5
PolyA inh	i	i	i	i	i	i
HSF1 inhib	-8.3	-7.4	-27.6	-3.0	-1.5	6.9
